MEKK2mut PB1 HTS: MEK5 binding signal on mutant MEKK2 PB1, primary screen, biochemical, multiplex bead flow cytometry, Alexa488-MEK5; Alexa488-MEK5 binding to MEKK2 mutant; AID 1530, 2009; 0.35% of 290,000 active; percent response, % at 10 µM; in the data active means percent response above about 24%, passing the limit was not always enough; further: inactives centre near 1; some results filed as inactive read as strong as hits; reference of the scale not given here
OXTR ag: human OXTR agonists, primary screen, fluorescence, CHO-OTR cells, Fluo-8 calcium. Fluo-8 calcium fluorescence; normalized: DMSO 0%, oxytocin 100%. activation, % at 3 µM. 0.32% of 320,000 active. AID 2435, 2010;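 active means activation above the mean of all tested compounds plus 3 SD, cutoff set per screening run, cut at about 20% in these data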;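 further: peak over basal fluorescence ratio from a 100 s FLIPR kinetic read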
Target sequence (P30559 whole entry, looked up): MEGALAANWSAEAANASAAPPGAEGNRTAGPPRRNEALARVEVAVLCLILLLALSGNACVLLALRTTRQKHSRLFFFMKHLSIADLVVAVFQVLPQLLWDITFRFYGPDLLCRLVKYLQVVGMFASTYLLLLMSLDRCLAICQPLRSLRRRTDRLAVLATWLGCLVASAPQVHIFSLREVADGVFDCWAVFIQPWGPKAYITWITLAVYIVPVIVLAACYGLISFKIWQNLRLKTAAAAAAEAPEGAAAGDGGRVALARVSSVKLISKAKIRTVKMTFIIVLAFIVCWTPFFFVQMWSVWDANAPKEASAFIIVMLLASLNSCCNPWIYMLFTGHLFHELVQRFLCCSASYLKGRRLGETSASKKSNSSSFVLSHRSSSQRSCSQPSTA
NALP1 inh: NALP1 inflammasome inhibitors in reconstituted yeast, colorimetric, S. cerevisiae, triplicate retest. S. cerevisiae NALP1/ASC/caspase-1 growth, X-gal OD620, 72 h. 0.61% of 280,000 active. AID 2071, 2009. inhibition, % at 10 µM; in the data active means inhibition mostly above about 24%, no sharp cut-off; inactive means mostly below about 32%; further: some compounds called inactive have numbers as strong as hits
MEKK2wt PB1 HTS: modulators of MEK5 binding to wildtype MEKK2, primary screen, biochemical, multiplex bead flow cytometry, Alexa488-MEK5. Mitogen-activated protein kinase kinase kinase 2 (Homo sapiens), Q9Y2U5. Alexa488-MEK5 binding to MEKK2 WT; actives lie on both sides. binding response (% of control), % at 10 µM. 1.1% of 290,000 active. AID 1531, 2009; in the data active means binding response below about 67% or above about 130%
MEKK3 PB1 HTS: modulators of MEKK3-MEK5 PB1 binding, primary screen, biochemical, wildtype MEKK3, multiplex bead flow cytometry, Alexa488-MEK5. Mitogen-activated protein kinase kinase kinase 3 (Homo sapiens), Q99759. 1.4% of 290,000 active. binding response (% of control), % at 10 µM. bead-based flow cytometry, Alexa488-MEK5 binding to MEKK3; actives lie on both sides; 0 = blocked by unlabeled MEK5, 100 = vehicle;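 active means binding response more than 3 SD above or below the average of its plate-row segment, actives on both sides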;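 further: Alexa488 bead fluorescence after subtracting the streptavidin-only scavenger bead signal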
DNA FID counter: compounds displacing fluorescent DNA intercalator, primary screen, artefact control for HCV NS3 helicase inhibitor project, biochemical, FID fluorescence; DNA fluorescent intercalator displacement; inhibition, % at 7.9 µM; 0.17% of 290,000 active; AID 1845, 2009; in the data active means inhibition above about 37%;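 further: 0% = vehicle and 100% = reference compound; higher means more ethidium bromide displaced from hairpin DNA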
PHOSPHO1 inh: PubChem AID 1565; recombinant PHOSPHO1, absorbance phosphatase assay; 1.1% of 290,000 active; inhibition, % at 13.3 µM; in the data active means inhibition above about 60%
Target sequence (Q8TCT1 whole entry, looked up): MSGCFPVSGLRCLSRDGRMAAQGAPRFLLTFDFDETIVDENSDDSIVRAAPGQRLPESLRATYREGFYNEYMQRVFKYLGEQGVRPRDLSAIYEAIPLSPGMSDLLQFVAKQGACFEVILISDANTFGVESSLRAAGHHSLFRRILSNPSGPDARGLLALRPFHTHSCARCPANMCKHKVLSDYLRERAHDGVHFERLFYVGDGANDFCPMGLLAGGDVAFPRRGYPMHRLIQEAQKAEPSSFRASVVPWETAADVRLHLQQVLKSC
PfM18AAP inh: PfM18AAP inhibitors, malaria aminopeptidase, primary screen, biochemical, QFRET, recombinant enzyme; AID 1822, 2009; M18 aspartyl aminopeptidase (Plasmodium falciparum 3D7); inhibition, % at 7.35 µM; H-Glu-NHMec fluorogenic cleavage; 1.2% of 290,000 active;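 active means inhibition above the campaign mean inhibition over all tested compounds plus 3 SD, cut at about 28% in these data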;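 further: 0% = plate median of test compound wells and 100% = 2 mM ZnCl2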
GPR7 antagonist: GPR7 receptor antagonists, primary screen, cell-based, fluorescence, single concentration; Neuropeptides B/W receptor type 1 (Homo sapiens), P48145; inhibition, % at 4.4 µM; GPR7-expressing cells, fluorescence antagonist assay; AID 1861, 2009; 1.1% of 290,000 active; in the data active means inhibition above about 16%, passing the limit was not always enough;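 further: cells stimulated with the agonist NPW; 0% = agonist with vehicle and 100% = vehicle without agonist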
Target sequence (P48145 whole entry, looked up): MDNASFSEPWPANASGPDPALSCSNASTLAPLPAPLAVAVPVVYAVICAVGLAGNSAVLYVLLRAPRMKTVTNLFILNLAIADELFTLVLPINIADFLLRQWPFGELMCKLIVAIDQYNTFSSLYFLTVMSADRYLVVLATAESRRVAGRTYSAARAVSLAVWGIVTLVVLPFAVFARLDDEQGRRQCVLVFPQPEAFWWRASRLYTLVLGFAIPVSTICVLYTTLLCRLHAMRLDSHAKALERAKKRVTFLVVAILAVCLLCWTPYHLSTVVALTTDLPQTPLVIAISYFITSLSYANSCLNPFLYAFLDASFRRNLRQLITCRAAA
An asterisk follows results filed as active; . = not tested or not shown.

SMILES	MEKK2mut PB1 HTS	OXTR ag	NALP1 inh	MEKK2wt PB1 HTS	MEKK3 PB1 HTS	DNA FID counter	PHOSPHO1 inh	PfM18AAP inh	GPR7 antagonist
CCC(C)[C@H]1CN=C(N)N1CC1CCCCC1 (stereo not given in full)	7	-0.7	.	108	104	.	.	.	.
Cc1ccc(C)c(S(=O)(=O)Nc2ccc3sc(C)nc3c2)c1	9	10	14	100	116	-24	31	4	-17
COc1ccc2nc(NC(=O)CN3C(=O)NC4(CCCCC4)C3=O)sc2c1	3	-0.3	14	110	102	-8	18	6	-1
CCOc1ccc(S(=O)(=O)N2CCOCC2)c2ccccc12	19	-1.6	0	101	106	-24	8	-3	10
CCCOC(=O)c1ccc(NC(=O)c2ccc(Br)o2)cc1	-2	0.7	61*	94	97	-16	6	1	-10
NC(=O)c1csc(-c2ccncc2)n1	-5	-0.1	30	105	103	1	36	-5	-11
CC(C)(CNC(=S)NCCc1ccccc1)CNC(=S)NCCc1ccccc1	2	.	-10	132	104	-16	-4	3	15
Cc1ccc2cc(C(c3nnnn3Cc3ccccc3)N3CCc4ccccc43)c(=O)[nH]c2c1 (stereo not given)	-1	0.4	-4	94	106	-12	34	12	-7
Cc1cccc(CN2CCN(C(=S)Nc3ccccc3)CC2)c1	-1	-0.1	6	109	112	-10	45	-3	-8
CCOc1cccc(-c2nnc3n2N=C(c2cc(OC)ccc2OC)CS3)c1	6	-0.6	0	112	113	-20	9	1	10
Cc1ccc(NC(=O)/C(=C/c2ccc([N+](=O)[O-])cc2)NC(=O)c2ccccc2)cc1	-19	-0.3	.	87	89	3	25	-12	-8
Cc1nn(-c2cccc(C(=O)O)c2)c(C)c1Oc1ccccc1O	6	0.3	-2	104	100	-16	20	3	-5
O=C(NCCN1CCOCC1)c1cc2ccccc2o1	3	6.5	-2	97	94	-1	16	-33	-3
CN(C)S(=O)(=O)c1cccc(NC(=O)CC23CC4CC(CC(C4)C2)C3)c1	7	-0.7	-1	99	103	-27	53	3	2
COc1cccc2cc(C(=O)C3=C(O)C(=O)N(CCN4CCOCC4)C3c3ccc(C)o3)oc12 (stereo not given)	7	1.0	-1	98	102	-16	15	21	-5
O=C(CCN1CCOCC1)Nc1cc(C(=O)Nc2ccc(Cl)cc2)ccc1N1CC2CC(C1)c1cccc(=O)n1C2 (stereo not given)	4	0.6	3	102	101	-6	40	2	-17
COc1ccc(-c2ccc(OC)cc2)cc1	4	-0.2	-63	103	99	-3	11	-6	-4
Cc1c(N2C(=O)CS/C2=N\N=C\c2ccccc2O)c(=O)n(-c2ccccc2)n1C	6	-0.4	-21	102	104	-12	21	4	-6
CCCC(=O)Nc1cccc2c1CCCC2	1	4.5	1	102	104	3	7	4	5
CN(C)S(=O)(=O)c1cccc(NC(=O)C2Cc3ccccc3CN2C(=O)c2ccccc2)c1 (stereo not given)	-1	-0.3	7	99	100	-33	15	-7	-3
Cc1nn(C)c(C)c1S(=O)(=O)N(CC(=O)NC1CCCCCC1)c1ccc(C(C)C)cc1	5	0.5	3	111	115	-3	-1	0	-10
CCN(CC)c1ccc(/C=N/NC(=O)CNC(=O)/C=C/c2ccco2)cc1	-5	-1.2	7	95	102	-30	49	6	-16
Cc1ccc(NC(=O)NCCN2C(=O)C3C4C=CC(C4)C3C2=O)cc1 (stereo not given)	-5	0.7	-41	92	85	-5	0	0	-2
COc1cc(C=O)ccc1OC(=O)N1CCOCC1	10	0.3	11	110	109	-4	33	1	-4
COc1ccccc1-c1nnc(SCC(=O)NC2CCS(=O)(=O)C2)n1CCc1ccccc1 (stereo not given)	-1	-0.6	23	100	93	-24	0	7	2
Cc1nc2c(c(=O)c3ccccc3n2C)c(=O)n1-c1ccc(F)cc1	-17	-0.9	1	91	90	-10	-2	-7	-13
CCOC(=O)C1=C(C)NC(=O)NC1c1c(OC)ccc2ccccc12 (stereo not given)	8	-0.1	12	110	107	-11	41	-5	-11
CC1CC(C)CN(S(=O)(=O)c2ccc(C(C)(C)C)cc2)C1 (stereo not given)	-2	-2.5	3	95	101	-8	25	16	11
O=C(O)c1csc(Cc2ccccc2)n1	-11	-1.3	-3	88	98	8	-7	8	0
COc1cccc(C2=NOC(C(=O)Nc3cc(C)on3)C2)c1OC (stereo not given)	-7	0.3	.	88	89	-18	13	16	6

Exported with values under each structure: 13 of the compounds above
Each structure is followed by: MEKK2mut PB1 HTS, OXTR ag, NALP1 inh, MEKK2wt PB1 HTS, MEKK3 PB1 HTS, DNA FID counter, PHOSPHO1 inh, PfM18AAP inh, GPR7 antagonist
- Cc1c(N2C(=O)CS/C2=N\N=C\c2ccccc2O)c(=O)n(-c2ccccc2)n1C
 : 6, -0.4, -21, 102, 104, -12, 21, 4, -6
- CCCC(=O)Nc1cccc2c1CCCC2
 : 1, 4.5, 1, 102, 104, 3, 7, 4, 5
- CN(C)S(=O)(=O)c1cccc(NC(=O)C2Cc3ccccc3CN2C(=O)c2ccccc2)c1 (stereo not given)
 : -1, -0.3, 7, 99, 100, -33, 15, -7, -3
- Cc1nn(C)c(C)c1S(=O)(=O)N(CC(=O)NC1CCCCCC1)c1ccc(C(C)C)cc1
 : 5, 0.5, 3, 111, 115, -3, -1, 0, -10
- CCN(CC)c1ccc(/C=N/NC(=O)CNC(=O)/C=C/c2ccco2)cc1
 : -5, -1.2, 7, 95, 102, -30, 49, 6, -16
- Cc1ccc(NC(=O)NCCN2C(=O)C3C4C=CC(C4)C3C2=O)cc1 (stereo not given)
 : -5, 0.7, -41, 92, 85, -5, 0, 0, -2
- COc1cc(C=O)ccc1OC(=O)N1CCOCC1
 : 10, 0.3, 11, 110, 109, -4, 33, 1, -4
- COc1ccccc1-c1nnc(SCC(=O)NC2CCS(=O)(=O)C2)n1CCc1ccccc1 (stereo not given)
 : -1, -0.6, 23, 100, 93, -24, 0, 7, 2
- Cc1nc2c(c(=O)c3ccccc3n2C)c(=O)n1-c1ccc(F)cc1
 : -17, -0.9, 1, 91, 90, -10, -2, -7, -13
- CCOC(=O)C1=C(C)NC(=O)NC1c1c(OC)ccc2ccccc12 (stereo not given)
 : 8, -0.1, 12, 110, 107, -11, 41, -5, -11
- CC1CC(C)CN(S(=O)(=O)c2ccc(C(C)(C)C)cc2)C1 (stereo not given)
 : -2, -2.5, 3, 95, 101, -8, 25, 16, 11
- O=C(O)c1csc(Cc2ccccc2)n1
 : -11, -1.3, -3, 88, 98, 8, -7, 8, 0
- COc1cccc(C2=NOC(C(=O)Nc3cc(C)on3)C2)c1OC (stereo not given)
 : -7, 0.3, ., 88, 89, -18, 13, 16, 6

Other entries
SMILES	MEKK2mut PB1 HTS	OXTR ag	NALP1 inh	MEKK2wt PB1 HTS	MEKK3 PB1 HTS	DNA FID counter	PHOSPHO1 inh	PfM18AAP inh	GPR7 antagonist
CCC(c1nnnn1C1CCCC1)N1CCN(c2ccccc2)CC1 (stereo not given)	-2	-1.4	2	99	102	-11	34	2	-12
O=Cc1ccccc1-n1cncn1	-2	0.6	-5	102	101	-2	51	0	-6
O=c1cc(CN2CCN(CCO)CC2)c2cc3c(cc2o1)CCC3	2	0.8	16	107	113	5	-4	2	-3
CCN1CCN(C(=O)Nc2ccccc2OC)CC1	-1	0.6	-3	108	109	2	27	-5	-9
COC1CC(C)NC(=S)N1 (stereo not given)	-15	0.4	-17	98	84	-2	19	-5	-5
Cc1cccc(N2C(=O)N3[C@H](c4ccc(F)cc4)[C@@H]4C(=O)N(C5CCCCC5)C(=O)[C@@H]4[C@]3(Cc3ccc(Cl)cc3)C2=O)c1	-3	-1.9	12	89	101	-19	4	-3	-2
O=C(O)c1ccc(N2CCN(c3ccc(Cl)cc3)CC2)c([N+](=O)[O-])c1	4	3.4	4	102	101	-17	31	10	-3
Cc1[nH]nc(N)c1N=Nc1ccc(Br)cc1	-3	-0.8	1	102	104	2	21	4	2
COC(=O)C(=O)/C=C(\O)c1c(C)cc(C)cc1C	-27	1.2	.	92	88	-16	27	2	-14
CCOC(=O)C1=C(C)n2c(s/c(=C3\C(=O)Nc4ccccc43)c2=O)=NC1c1ccc(OC)cc1 (stereo not given)	-3	0.1	35	80	91	-4	6	-10	-11
COc1ccc(OC)c(C(=O)c2coc3ccc(O)c(CN(C)C)c23)c1	10	-0.6	17	99	94	8	-14	10	-4
CC1CCN(S(=O)(=O)c2ccc3[nH]cc(C(=O)NCCN4CCOCC4)c(=O)c3c2)CC1	.	0.2	27	.	.	-4	10	-8	-8
COc1ccc(OCCSc2nnnn2C2CCCCC2)cc1	-1	1.6	5	99	99	-22	1	3	-5
C=CCOC(=O)C1=C[C@@H](c2ccc(C(F)(F)F)cc2)C[C@@H](OCCCCO)O1	1	-0.9	.	101	108	.	.	.	.
COc1ccc(NC(=O)Cn2c(=O)sc3ccccc32)cc1	-2	-0.2	12	94	97	-1	10	1	15
COc1ccc(C2C(C(=O)N3CCC(C)CC3)c3ccccc3C(=O)N2C)cc1 (stereo not given)	1	-1.2	-18	93	102	-24	29	-20	8
CCN(CCO)c1ncnc2onc(-c3ccc(F)cc3)c12	2	0.8	11	105	104	-5	18	-16	4
C=CCNC(=O)c1ccc2c3n(nc2c1)-c1ccc(Cl)cc1CO3	5	-2.1	.	107	112	.	.	.	.
Cc1sc(-c2ccccn2)nc1OC(=O)c1ccc(F)cc1F	-5	-3.4	9	92	86	-6	4	24	15
Cc1ccc(S(=O)(=O)N2CCC(C(=O)NC3CCCC3)CC2)cc1Cl	6	0.8	16	103	101	-31	19	-4	0
Nc1c(-c2ccccc2)c(CN2CCOCC2)nn1-c1ccccc1	10	-0.2	15	102	99	-1	-14	-9	3
COc1ccc(-n2ncc3c2CC(C)(C)CC3NC(=O)c2c(C)cc(=O)oc2C)cc1 (stereo not given)	-13	-2.0	14	89	91	-56	36	-11	5
CCOC(=O)Cn1c(=O)oc2cc(S(=O)(=O)NCCc3ccc(OCC)c(OCC)c3)ccc21	-7	-0.1	23	97	96	-24	15	1	11
O=C(Nc1cccc(C(F)(F)F)c1)/C(=C\c1ccco1)NC(=O)c1cccs1	3	-1.2	15	102	109	-6	-6	3	-4
Cc1ccc(N(Cc2ccc(C(=O)NN=C3CCN(C)CC3)cc2)S(C)(=O)=O)cc1C	-1	-0.8	18	101	100	-6	-7	2	1
Cc1ccc(Cn2nnc3c(=O)[nH]c(C4CCN(S(=O)(=O)c5ccccc5F)CC4)nc32)cc1	2	0.2	20	101	101	-36	35	4	-4
C=CCOC(=O)C1=C(C)N=C2SCCC(=O)N2C1c1cccs1 (stereo not given)	3	-2.3	16	105	105	-12	10	1	4
O=C(c1cccs1)N1CCN(c2cc(Cl)ccc2Cl)CC1	3	-0.7	4	100	102	-29	.	4	-6

Source: PubChem BioAssay
